# Cav3 T inh: blocks human Cav3.2 T-type calcium channel. O95180. Cav3.2-expressing cells, Fluo-4 calcium fluorescence FDSS; active compounds read low. 4% of 100,000 active. AID 449739. B-score at 10 µM;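 active means single-dose well whose peak fluorescence ratio is a statistical outlier from its plate by either plate-standardised score or position-corrected B-score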
# * hit, by the source's call. Only part of the results is shown. The share of hits here may be higher or lower than overall.
cpd	Cav3 T inh	canonical_smiles
1	-0.05	O=C(Nc1ccccc1[N+](=O)[O-])C1C(c2ccccc2)=C1c1ccccc1
2	-0.18	O=C(NCCOC(=O)c1ccc(S(=O)(=O)N2CCOCC2)cc1)c1cccnc1
3	0.52	CCOC(=O)Cc1csc(NC(=O)CCS(=O)(=O)Cc2ccccc2)n1
4	0.63	CNC(=O)c1sc(-c2cccnc2)nc1C
5	-0.13	COC(=O)Cn1c(=O)sc2ccccc21
6	0.43	CC1CN(Cc2nc3c(c(=O)n(C)c(=O)n3C)n2CC(=O)c2ccccc2)CC(C)O1 (stereo unspecified)
7	0.11	COc1cccc(C(=O)Nc2nc3c(c(=O)[nH]2)CCCC3)c1
8	0.64	O=C(NC1CC1)c1ccc2c(c1)ncn2C1CCCC1
9	0.09	CCN1C(=O)c2ccccc2S(=O)c2ccc(C(=O)NC3CC3)cc21 (stereo unspecified)
10	-0.7	CCC(C)(C)n1nnnc1C(c1cccnc1)N1CCCc2ccccc21 (stereo unspecified)
11	0.38	O=C(NC1CCCC1)c1ccc(Br)s1
12	-0.035	COc1ccc(-c2nnn(CC(=O)NC3CCCc4ccccc43)n2)cc1OC (stereo unspecified)
13	0.31	O=C(NCc1ccco1)C1CCCN(S(=O)(=O)c2cccc3nsnc23)C1 (stereo unspecified)
14	0.54	O=C1c2ccccc2S(=O)(=O)c2cc(C(=O)N3CCN(C(=O)c4ccccc4)CC3)ccc21
15	0.18	COc1ccc(C(=O)COC(=O)Cn2nnc3ccccc32)cc1Br
16	-0.12	CCOC(=O)N1CCN(c2c(F)cc3[nH]c(=S)[nH]c3c2Br)CC1
17	-0.46	O=C(O)Cc1ccc(C(=O)c2cccs2)s1
18	1.6	CCn1cc(C(=O)NCC2CCCO2)c(=O)c2cc(S(=O)(=O)N3CCCCC3)ccc21 (stereo unspecified)
19	-5.2*	Cc1ccc(CC(=O)Nc2nc3c(s2)CCCC3)cc1
20	0.25	CCCCSc1nnc(-c2ccc(NC(=O)CC)cc2)n1C
21	-1.1	CCOC(=O)/C(=N\Nc1ccccc1)S(=O)(=O)c1ccccc1
22	-0.26	CCC(C)(C)NC(=O)C(c1ccccc1)N(C(=O)c1csnn1)C1CC1 (stereo unspecified)
23	-1.1	Cc1ccc(NC(NC(=O)c2cccs2)C(Cl)(Cl)Cl)cc1 (stereo unspecified)
24	-0.74	O=C(Nc1c(F)cccc1F)c1ccc(-n2cncn2)nc1
25	-0.16	COc1ccc(C(=O)NNC(=O)Cc2ccc(-c3ccccc3)cc2)cc1OC
26	-0.53	Fc1cccc(Nc2ncnc3c2cnn3-c2ccccc2)c1
27	-1.6	CC(C)C[C@H](NC(=O)c1[nH]cnc1C(=O)N[C@@H](Cc1ccccc1)C(=O)OC(C)(C)C)C(=O)OC(C)(C)C
28	0.12	COc1cccc(C(O)CC(N)=O)c1 (stereo unspecified)
29	-0.18	Cc1cc(NC(=O)CSc2nnc(-c3ccoc3C)o2)no1
30	1.2	CCn1c(=N)n(CCOc2ccc(OC)cc2)c2ccccc21
31	-0.44	CCOC(=O)c1ccccc1NC(=O)c1ccc(NS(C)(=O)=O)cc1
32	0.1	CC(=O)N1CCN(c2ccc(NC(=O)c3cccc(OCc4ccccc4)c3)cc2)CC1
33	-0.63	N#Cc1c(SCc2ccc(Cl)cc2)sc(C(=O)c2ccccc2)c1N
34	0.026	Cc1noc(C)c1CSc1ncnc2sc(C)c(C)c12
35	-0.63	O=C(c1ccc(Cl)s1)N1CCN(c2ccccc2)CC1
36	-0.28	Cc1occc(=O)c1OC(=O)Nc1ccccc1
37	-0.37	CC1=C(N2CCCCC2)CCC1=O
38	0.085	CCC(C)C1C(C#N)=C(N)Oc2n[nH]c(C)c21 (stereo unspecified)
39	0.34	O=C(CSc1nc2ccccc2c(=O)n1-c1ccccc1)NCc1ccco1
40	-1.6	CCC1(CC)Cc2ccccc2C(CC(=O)N2CCOCC2)=N1
41	2.1	Cc1ccc(C)c(OCC(=O)Nn2c(C)nc3ccccc3c2=O)c1
42	0.067	CCN1CCN(C(c2ccc(F)cc2)c2nnnn2Cc2cccs2)CC1 (stereo unspecified)
43	0.55	CCOc1c2ccc(C(=O)NCCc3cccs3)cc2nn1CC
44	1.2	COc1cc2[nH]c(=O)n3nc(-c4ccccc4)nc3c2cc1OC
45	0.27	CCOC(=O)Cn1c(CN2CCN(c3cccc(Cl)c3)CC2)nc2c1c(=O)[nH]c(=O)n2C
46	0.82	O=C(COc1ncnc2ccccc12)NCCCN1CCCC1=O
47	-0.066	CC1(C)CC2(CCO1)N1CC3(C)CN2CC(C)(C1)C3=O (stereo unspecified)
48	0.89	O=C(Nc1ccc2c(c1)OCCO2)c1ccc(CN2CCOCC2)cc1
49	0.43	COc1ccc(S(=O)(=O)N2CCC(C(=O)N3CCOCC3)CC2)cc1OC
50	-1.3	Cc1cccc(C)c1N1C(=O)C2ON(c3ccccc3)C(c3ccncc3)C2C1=O (stereo unspecified)

# More compounds
cpd	Cav3 T inh	canonical_smiles
51	-4.4*	Cc1ccc(C2C(C#N)=C(N)Oc3cc4c(cc32)OCO4)cc1 (stereo unspecified)
52	1.5	COc1cc(NC2=CC(=O)CC(C)(C)C2)cc(OC)c1OC
53	0.56	CC(=O)NC1C(=O)N=C(SCC(=O)NCc2ccccc2)NC1=O (stereo unspecified)
54	1.5	Cc1onc(-c2ccccc2Cl)c1C(=O)Nc1ccc(CN2CCCC2)cc1
55	-0.58	COc1ccc2[nH]c(=O)c(CN(CCO)C(=O)c3cccs3)cc2c1
56	-3.5	CCCc1ccc(Oc2cn[nH]c2-c2ccc(O)cc2O)cc1
57	-0.68	CCC(c1nnc(SCC(=O)NCC2CCCO2)n1Cc1ccccc1)N(C)C (stereo unspecified)
58	0.3	COc1ccc2nc(C)cc(C(=O)O)c2c1
59	-1.5	CC(C)n1c(N2CCN(C(=O)Nc3ccccc3)CC2)nc2ccccc21
60	0.49	CCOC(=O)c1ccc(NC(=O)c2nc[nH]c2C(=O)N(CC)CC)cc1
61	0.059	CC1Sc2ccccc2N(CC(=O)N(C(C)C)C(C)C)C1=O (stereo unspecified)
62	1.2	CCO[C@H]1OC(C(=O)NCc2ccccc2)=C[C@@H](c2ccccc2)[C@@H]1CCCO
63	0.75	COc1ccccc1N1CC(C(=O)OCC(=O)c2ccc(F)cc2)CC1=O (stereo unspecified)
64	0.12	CC1CC(C)CN(CCCNC(=O)Cc2c(C(=O)O)n(C)c3ccccc23)C1 (stereo unspecified)
65	-0.48	CCOc1ccc2[nH]c(=O)c(CN(Cc3nnnn3Cc3ccccc3)CC3CCCO3)cc2c1 (stereo unspecified)
66	-6*	COC(=O)c1sccc1NC(=O)CSc1ccccc1NS(=O)(=O)c1ccc(Cl)cc1
67	-0.22	O=C(O)CCCNS(=O)(=O)c1cccs1
68	-0.05	CCOP(=O)(c1ccc(N(C)C)cc1)C(O)c1ccccc1OC (stereo unspecified)
69	3.8*	C=CCn1c2ccccc2c2nnc(SCC(=O)Nc3c(C)n(C)n(-c4ccccc4)c3=O)nc21
70	-0.07	COc1ccc(CNC(=O)CCn2c(=O)oc3ccccc32)cc1
71	0.58	CCN(C(=O)CCc1nc(-c2ccccc2F)no1)c1cc(OC)ccc1OC
72	-2.5	CC(C)NC(=O)CCNS(=O)(=O)c1ccc(Br)cc1
73	0.28	CCOC(=O)N1CCN(c2ccc(C(=O)CC)cc2F)CC1
74	0.033	CNC(=O)CSCc1c(F)cccc1Cl
75	-0.58	CC(n1cnnn1)C12CC3CC(CC(C3)C1)C2 (stereo unspecified)
76	1.2	Cc1cccc(/N=C/c2c(O)c3ccccc3oc2=O)n1
77	-0.49	c1ccc(COc2ccc(OCCn3cncn3)cc2)cc1
78	-1.8	CC1=CC(c2ccc(Cl)cc2)n2nc(NC(=O)c3ccccc3)nc2N1 (stereo unspecified)
79	-0.55	Cc1nnc(SCC(=O)NCc2ccco2)[nH]c1=O
80	-1.6	O=C(Cn1nnc(-c2ccccc2F)n1)Nc1ccc2c(c1)OCO2
81	0.62	S=C(Nc1cccc2ccccc12)NN1CCOCC1
82	-0.0084	O=C(CC1COc2ccccc2O1)NCCc1ccccc1 (stereo unspecified)
83	-0.53	Cc1cc(C(=O)CSc2nnc(-c3ccc(OC(F)F)cc3)o2)c(C)n1Cc1cccs1
84	-0.52	O=C(/C=C/c1cccc(C(F)(F)F)c1)Nc1cccc(C(F)(F)F)c1
85	-0.43	O=C(Nc1ccccc1-c1ccccc1)NC1CCN(CC(=O)N2CCOCC2)CC1
86	-0.48	CSc1ccc(N2C(=O)NC3(CCCCC3)C2=O)cc1
87	-1.5	O=C(c1ccccc1Sc1cccc2ccccc12)N1CCOCC1
88	-0.16	CCCCOc1ccc(C(=O)N2CCCCCC2)cc1
89	-6.9*	Cc1ccc(/C=N/NC(=O)C2=NNC(c3ccccc3)(c3ccccc3)C2)c(O)c1
90	0.28	COc1ccc(C2C(C#N)=C(N)OC3=C2C(=O)CCC3)c(OC)c1OC (stereo unspecified)
91	-0.31	CSc1nc(-c2ccccc2)nn1C(=O)c1ccc(Cl)cc1
92	-0.081	CC(=O)c1cccc(NC(=O)NC2CC3CCCC(C2)N3CC(C)C)c1 (stereo unspecified)
93	-3	CCOc1ccc(OCc2ccc(C(=O)Nc3cccc(C)n3)o2)cc1
94	-3.3	O=C(Nc1ccc2c(c1)CCC2)c1cc2ccccc2o1
95	-0.11	Cc1cc(=O)n(CCCO)c(O)c1C#N
96	-0.072	CC(=O)c1noc(C)c1C(=O)Nc1nccs1
97	-0.11	COc1ccccc1Nc1nc2c(s1)CCC2
98	0.012	O=C(NCc1ccccn1)c1ccc(Cl)s1
99	1.3	O=C(COC(=O)c1ccco1)Nc1ccccc1
100	1.3	CCN(C(=O)Cn1c(=O)n2nc(CCn3nc(C)cc3C)nc2c2ccccc21)c1cccc(C)c1

# Next part:
cpd	Cav3 T inh	canonical_smiles
101	0.32	CN1C(=O)C(CC(=O)Nc2ccc3c(c2)Cc2ccccc2-3)N(C)C1=O (stereo unspecified)
102	-0.16	CCc1ccc(OCCCC(=O)Nc2ccc(N3CCCCC3)cc2)cc1
103	0.02	COc1ccccc1NC(=O)CSc1nnnn1-c1ccc2c(c1)OCO2
104	-0.56	CCC(=O)Nc1c(-c2cccs2)c(=O)c2ccccc2n1C
105	-0.36	CCOC(=O)N1CCC(Nc2c(NCCCN(CC)CC)c(=O)c2=O)CC1
106	0.66	COc1ccccc1-c1nnn(CC#N)n1
107	-0.24	COC(C[C@H]1O[C@@H]1[C@@H](O)[C@H](C)OCc1ccccc1)OC
108	-0.18	O=C(O)C1C2C=CC(CC2)C1C(=O)O (stereo unspecified)
109	0.0028	Nc1nc2ccccc2n1CCN1CCCC1
110	0.051	COC(=O)C1(C)NC(c2cccs2)C2C(=O)N(c3ccccc3F)C(=O)C21 (stereo unspecified)
111	-0.091	O=C(CN1CCN(c2ccc(Cl)cc2)CC1)c1ccc2c(c1)OCO2
112	-0.66	CCC1CCCCN1Cc1ccc(OC)c(C)c1 (stereo unspecified)
113	-0.57	CN(C)CCNC(=O)c1ccccc1-c1ccccc1
114	0.99	OC1(c2ccc(Br)cc2)CCNCC1
115	0.59	CC1Cc2nc(SCC(=O)Nc3nccs3)n(C)c(=O)c2S1 (stereo unspecified)
116	-0.026	Cc1cccc(/N=C/c2c(O)cc(C)oc2=O)n1
117	0.098	O=C(CSc1ncnc2c1cnn2CCc1ccccc1)Nc1ccc(F)cc1
118	1.1	Cc1ccc(NC(=O)CCc2ccc(S(=O)(=O)N3CCOCC3)cc2)c(C)c1
119	-1.2	COc1ccccc1CNC(=O)c1nn(-c2ccc(C)cc2)c(=O)c2c1c1ccccc1n2C
120	0.048	COc1cccc(C(=O)Nc2nnc(-c3cccs3)s2)c1
121	0.36	CCC1=C2CC[C@H]3C(=O)N(c4ccccc4)C(=O)[C@H]3[C@H]2[C@@]2(C)C(=NCC(=O)OC)OC(=O)N2C1=O
122	-0.078	CCOc1c2ccc(C(=O)NCc3ccc(OC(F)(F)F)cc3)cc2nn1CC
123	-0.42	CC(C)(C)c1cc(C(F)(F)F)c(C#N)c(=O)[nH]1
124	-0.032	COc1cc(C(=O)Nc2nccs2)cc(OC)c1OC
125	3.3	Cc1ccccc1Cn1cc(/C=N/n2cnnc2)c2ccccc21
126	0.27	CC(C)C[C@H](NC(=O)c1nc[nH]c1C(=O)N1CCC(C)CC1)C(=O)OC(C)(C)C
127	-0.23	CCOc1cc(-c2c(C#N)c(N)nc3c2CCCC3)ccc1O
128	0.083	CCOC(=O)c1sc(NCC2CCCO2)nc1C (stereo unspecified)
129	-0.14	CC(=O)Cc1ccccc1OCC(=O)O
130	0.88	COc1ccc(N2C(=O)CC(N3CCN(c4ccccc4F)CC3)C2=O)cc1 (stereo unspecified)
131	0.22	COC(=O)C1=C(C)N(Cc2ccc(C)cc2)C(=O)C1
132	-0.85	COc1ccc(/C=C2\CCCC3C2=NN(C(=O)COC(=O)CNC(=O)c2ccccc2)C3c2ccc(OC)cc2)cc1 (stereo unspecified)
133	-1.5	CCOC(=O)c1ccc(NC(=O)c2ccc(C)c(S(=O)(=O)N3CCOCC3)c2)cc1

# Gathered by group, the entries above with a thiophene ring, fused or not (16)
cpd	Cav3 T inh	canonical_smiles
11	0.38	O=C(NC1CCCC1)c1ccc(Br)s1
17	-0.46	O=C(O)Cc1ccc(C(=O)c2cccs2)s1
23	-1.1	Cc1ccc(NC(NC(=O)c2cccs2)C(Cl)(Cl)Cl)cc1 (stereo unspecified)
33	-0.63	N#Cc1c(SCc2ccc(Cl)cc2)sc(C(=O)c2ccccc2)c1N
34	0.026	Cc1noc(C)c1CSc1ncnc2sc(C)c(C)c12
35	-0.63	O=C(c1ccc(Cl)s1)N1CCN(c2ccccc2)CC1
42	0.067	CCN1CCN(C(c2ccc(F)cc2)c2nnnn2Cc2cccs2)CC1 (stereo unspecified)
43	0.55	CCOc1c2ccc(C(=O)NCCc3cccs3)cc2nn1CC
55	-0.58	COc1ccc2[nH]c(=O)c(CN(CCO)C(=O)c3cccs3)cc2c1
66	-6*	COC(=O)c1sccc1NC(=O)CSc1ccccc1NS(=O)(=O)c1ccc(Cl)cc1
67	-0.22	O=C(O)CCCNS(=O)(=O)c1cccs1
83	-0.53	Cc1cc(C(=O)CSc2nnc(-c3ccc(OC(F)F)cc3)o2)c(C)n1Cc1cccs1
98	0.012	O=C(NCc1ccccn1)c1ccc(Cl)s1
104	-0.56	CCC(=O)Nc1c(-c2cccs2)c(=O)c2ccccc2n1C
110	0.051	COC(=O)C1(C)NC(c2cccs2)C2C(=O)N(c3ccccc3F)C(=O)C21 (stereo unspecified)
120	0.048	COc1cccc(C(=O)Nc2nnc(-c3cccs3)s2)c1
